# KOR beta-arrestin-1: KOR agonists, beta-arrestin recruitment, primary screen, cell-based, luminescence, uHTS (AID 1777); Kappa-type opioid receptor (Homo sapiens); KOR beta-arrestin recruitment, luminescence; higher % means a stronger effect; one-dose activation, % at 10 µM; EC50 in µM for titrated hits; 280,000 tested, 0.02% active; in the data active = activation above about 50%, passing the limit was not always enough; also: a part of the inactive calls stands beside numbers as strong as those of hits
# KOR beta-arrestin-2: KOR antagonists, beta-arrestin recruitment, cell-based, luminescence, uHTS (AID 1778) | one-dose inhibition, % at 10 µM; IC50 in µM for titrated hits | 290,000 tested, 0.091% active | Kappa-type opioid receptor (Homo sapiens) | KOR beta-arrestin recruitment, luminescence, antagonist mode; higher % means a stronger effect; also: strong numbers were not always called active
# NOD2 inhibition: NOD2 signaling inhibitors, cell-based, luminescence, uHTS, HEK293 (AID 1566) | HEK293 NOD2/NF-kB luciferase reporter, luminescence; higher % means a stronger effect | one-dose inhibition, % at 4 µM; EC50 in µM for titrated hits | 290,000 tested, 0.63% active; also: many of its hits are not listed in these tables
# GPR55 LPI antagonism: GPR55 antagonists blocking LPI-driven arrestin recruitment, primary screen, imaging, U2OS, beta-arrestin-GFP, LPI agonist (AID 2013). 290,000 tested, 0.13% active. one-dose inhibition, % at 10 µM; IC50 in µM for titrated hits. G-protein coupled receptor 55 (Homo sapiens). U2OS GPR55 beta-arrestin-GFP translocation imaging, LPI antagonism; higher % means a stronger effect;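 active = spots per cell inhibited over 60%, with over 100 cells counted and total cytoplasm intensity under 500,000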;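 also: U2OS cells stably carrying GPR55 and arrestin-GFP stimulated by 5 µM LPI near EC80; imaged beta-arrestin-GFP aggregate spots per cell after agonist stimulation; plate controls were LPI-stimulated DMSO wells for no effect and DMSO wells without LPI for full effect; some results filed as inactive read as strong as hits; confirmed hits need IC50 under 10 µM and bright autofluorescent wells are also inconclusive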
# NOD1 inhibition: NOD1 signaling inhibitors, primary screen, cell-based, luminescence, uHTS (AID 1578) | inhibition, % at 4 µM; hits with a dose series show EC50 in µM | 290,000 tested, 1% active | NOD1-driven NF-kB luciferase reporter cells, luminescence; higher % means a stronger effect; in the data active = inhibition mostly above about 36%, no sharp cut-off; inactive = mostly below about 34%;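 also: HEK-293T reporter cells stimulated with the NOD1 agonist gamma-tri-DAP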
# NTR1 ag: agonists of NTR1, primary screen, imaging, U2OS cells, beta-arrestin-GFP, high content (AID 493036); Neurotensin receptor type 1 (Homo sapiens), P30989; NTR1-U2OS beta-arrestin-GFP spot imaging, agonist mode; activation, % at 20 µM; 330,000 tested, 0.17% active;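 active = activation at or above 40% of the spot to cytoplasm intensity ratio, with at least 20 cells analyzed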;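 also: 0% = DMSO without peptide and 100% = 100 nM NTR1 peptide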
# Target sequence (P30989 whole entry, looked up): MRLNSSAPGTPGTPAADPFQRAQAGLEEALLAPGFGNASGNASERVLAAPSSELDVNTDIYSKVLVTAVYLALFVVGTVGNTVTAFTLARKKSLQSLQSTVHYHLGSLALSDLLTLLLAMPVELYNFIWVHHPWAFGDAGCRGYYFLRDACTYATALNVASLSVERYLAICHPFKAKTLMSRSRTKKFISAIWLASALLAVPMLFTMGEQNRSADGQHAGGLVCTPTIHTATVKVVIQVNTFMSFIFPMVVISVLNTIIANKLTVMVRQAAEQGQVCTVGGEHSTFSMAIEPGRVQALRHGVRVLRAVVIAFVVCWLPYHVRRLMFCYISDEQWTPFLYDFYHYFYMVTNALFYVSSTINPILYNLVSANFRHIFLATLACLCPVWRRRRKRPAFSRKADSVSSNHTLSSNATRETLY
# GPR55 activation: GPR55 agonists via beta-arrestin recruitment, primary screen, imaging, U2OS cells, beta-arrestin-GFP redistribution (AID 1961) | 290,000 tested, 0.048% active | U2OS GPR55 beta-arrestin-GFP redistribution imaging; higher % means a stronger effect | G-protein coupled receptor 55 (Homo sapiens) | activation, % at 10 µM, or EC50 in µM where a hit was titrated;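 active = activation above 40% with more than 50 cells counted in the well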;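 also: U2OS osteosarcoma cells stably expressing GPR55 and beta-arrestin-GFP; plate controls were DMSO negative control for no effect and LPI positive control for full effect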
# Myeloid diff 2: induction of myeloid progenitor differentiation, primary screen, cell-based, flow cytometry, MLPCN library; calls only at 10 µM; 360,000 tested, 1% active; ER-HoxA9 myeloid progenitors, lysozyme-GFP differentiation;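 active = normalized GFP-positive differentiation at or above the plate's own cutoff, the solvent-only control mean plus 3 SD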;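 also: cells exposed to compound for four days before flow analysis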
# T cell modulator: modulators of CD8 T cell-vesicle binding, primary screen, mouse 2C CD8+ T cells, flow cytometry | 330,000 tested, 0.068% active | calls only at 7 µM | 2C CD8+ T cell-vesicle binding; stronger effect = lower value;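 active = response, share of CD8 T cells binding vesicles, and their 90th percentile fluorescence all below set limits, cut at about 80% in these data, passing the limit was not always enough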
#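 Assay system: 2C TCR transgenic mouse naive CD8+ T cells, MACS-purified | Read-out: CD8+ gate FL2 mean fluorescence as % of same-row positive control | Signal: High-throughput flow cytometry with anti-B7-1 and anti-CD8 staining | Timing: Binding step 1.5 h, 37 °C, antibody labelling 20 min, ice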
# T cell modulator vesicle-bound %: second read-out of T cell modulator, no call of its own (marks repeat the call); double positive events, %; measured here: CD8+ vesicle-bound cell fraction;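 binding gate set so that unloaded-vesicle control wells show 10% double positive cells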
# NTR1 ag cell count 20 µM: further read-out of NTR1 ag, marked with its call; cell count; measured here: cell count, cytotoxicity flag
# Myeloid diff 2 GFP+ MAC1+ %: also measured in Myeloid diff 2; calls as there; GFP+ MAC1+ double positive, %; measured here: differentiation confirmed by MAC1 staining
# * hit, by the source's call; i = inactive; . = no result given; + = active, no number; [ ] = another dose, or the depositor's remark. Rule as the data show it, unless noted: active = inhibition above about 50%; inactive = the rest. These rows are one share of the data, so the mix of outcomes need not match the whole.
SMILES,KOR beta-arrestin-1,KOR beta-arrestin-2,NOD2 inhibition,GPR55 LPI antagonism,NOD1 inhibition,NTR1 ag,NTR1 ag cell count 20 µM,GPR55 activation,Myeloid diff 2,Myeloid diff 2 GFP+ MAC1+ %,T cell modulator,T cell modulator vesicle-bound %
CC(=O)c1ccc(N(CC(=O)NC2CCCCC2)C(=O)CNC(=O)c2ccco2)cc1,1.5%,10%,2%,-5%,-43%,0.3,49,1.1%,i,3.9,i,25
CCc1nnc(NC(=O)CCC(=O)NC2CCCc3ccccc32)s1 (configuration not stated),5.5%,15%,5%,6%,-16%,1.7,56,-0.4%,i,2.6,i,55
CCCc1ccc(C2C3=C(CC(C)(C)CC3=O)NC3=C2C(=O)c2ccccc23)cc1 (configuration not stated),2.4%,-9%,-7%,18%,.,4.8,46,-0.1%,i,16,i,66
O=C(NCc1ccc(F)cc1)c1cccc(S(=O)(=O)N2CCCC2)c1,-6.8%,-42%,9%,2%,-7%,-0.2,45,-0.1%,i,0.7,i,13
CCN(CCCNC(=O)CCn1c(=O)[nH]c2ccccc2c1=O)c1cccc(C)c1,1.0%,16%,6%,21%,-9%,0.6,68,0.3%,i,1.0,i,22
CCNC(=S)NCc1ccco1,-0.3%,-19%,0%,1%,-2%,0.4,37,0.7%,i,0.6,i,46
O=C(NC1CCCCC1)c1ccc(Cn2cc(Br)cn2)o1,-3.0%,-34%,17%,4%,-10%,-0.3,55,-0.1%,i,1.0,i,59
COc1ccc(CC(=O)Nc2ccc(N3CCCCC3)cc2)cc1,5.8%,-27%,-15%,10%,-13%,-0.1,53,-0.6%,i,0.9,i,16
Cn1c(C(=O)NCc2cccs2)cc2oc3ccccc3c21,16%,25%,-27%,1%,0%,5.1,31,1.3%,i,0.4,i,52
O=C(NNC(=S)NC(=O)c1ccco1)c1ccc(NC(=O)c2ccccc2)cc1,1.6%,-3%,15%,8%,-17%,-1.7,27,0.6%,i,0.5,i,62
Cc1ccc(S(=O)(=O)N(C)C)cc1-n1c(SCC(=O)Nc2ccc(F)c(F)c2F)nc2ccccc2c1=O,-3.6%,-7%,19%,9%,8%,-1.4,52,-0.2%,i,0.3,i,18
CC(NC(=O)c1ccc(-c2cc(C(F)(F)F)ccc2Cl)o1)c1ccccc1 (configuration not stated),18%,-16%,-26%,1%,-39%,0.9,82,1.8%,i,0.4,i,16
O=C(CSc1ccc(-c2cccs2)nn1)N1CCCCC1,-3.8%,12%,-5%,9%,-20%,-1.2,64,-0.5%,i,1.1,i,25
Cc1cccc(NC(=O)NC2CCCCCCC2)c1C,0.9%,10%,-7%,8%,-20%,-0.8,53,-0.1%,i,5.4,i,29
Cn1c(N)c(C(=O)CSc2nnnn2-c2ccccc2)c(=O)n(C)c1=O,-1.8%,3%,21%,-5%,-1%,0.5,69,-0.1%,i,0.6,i,21
CCc1cccc(NS(=O)(=O)c2ccc3c(c2)NC(=O)CC(=O)N3)c1,3.1%,-2%,16%,8%,-9%,-1.1,43,0.1%,i,0.2,i,31
COCc1c(C(=O)OCC(=O)N2c3ccccc3CC2C)oc2ccccc12 (configuration not stated),0.9%,-12%,14%,-6%,6%,-1.5,87,0.3%,i,1.9,i,49
CCC(=O)c1ccc(OCC(O)Cn2cnc3ccccc32)cc1 (configuration not stated),-0.4%,-11%,5%,-4%,-19%,-0.6,71,-0.1%,i,0.3,i,17
O=C(CSc1ccc(-c2ccccn2)nn1)NCc1ccc(F)cc1,-2.1%,15%,12%,10%,-16%,-0.4,71,-0.2%,i,0.4,i,34
CCc1c(C)nc(SCC(=O)CC(=O)OC(C)C)c(C#N)c1C,-2.7%,-19%,13%,10%,-9%,-0.1,87,0.2%,i,0.6,i,22
CCc1ccc(NC(=O)CSc2nc3cc(C(=O)OC)ccc3c(=O)n2CC2CCCO2)cc1 (configuration not stated),-1.7%,-17%,12%,0%,-107%,23,65,-0.1%,i,0.9,i,39
O=C(Cc1cccs1)NNC(=S)NCc1ccco1,-0.9%,-17%,-8%,10%,-26%,0.0,37,0.2%,i,0.8,i,40
Cc1ccc(S(=O)(=O)NCc2ccco2)cc1C,-4.6%,7%,13%,1%,17%,-0.8,49,0.9%,i,1.5,i,20
CN(CCOCCOc1ccc2ccccc2c1)Cc1ccccc1,-2.5%,5%,-16%,-6%,-18%,-1.8,81,-0.1%,i,0.6,i,58
Cn1c(=O)c2cn3ncccc3c2n(C)c1=O,-4.2%,3%,2%,10%,5%,.,.,-0.2%,.,.,.,.
# New compounds follow.
SMILES,KOR beta-arrestin-1,KOR beta-arrestin-2,NOD2 inhibition,GPR55 LPI antagonism,NOD1 inhibition,NTR1 ag,NTR1 ag cell count 20 µM,GPR55 activation,Myeloid diff 2,Myeloid diff 2 GFP+ MAC1+ %,T cell modulator,T cell modulator vesicle-bound %
O=C1CN(C(=O)COC(=O)Cc2ccsc2)c2ccccc2N1,0.8%,6%,-5%,6%,-21%,5.3,87,-0.1%,i,2.8,i,22
CN(Cc1ccccc1F)C(=O)c1ccccc1Sc1ccccc1C#N,2.7%,-14%,-5%,7%,-37%,1.9,58,0.0%,i,0.6,i,84
Cc1cc(Br)ccc1S(=O)(=O)NCc1ccccc1,3.5%,-23%[20 µM],2%,0%,6%,1.2,58,0.3%,i,0.0,i,62
FC(F)c1nnc2c(Cl)cc(C(F)(F)F)cn12,-4.3%,23%,-9%,5%,3%,-0.1,46,0.2%,i,0.1,i,25
Cc1nn(C)c(C)c1/C=C/C(=O)O,-4.0%,3%,6%,24%,-46%,0.2,53,-0.2%,i,0.5,i,37
COc1ccc2cc(-c3nc4ccccc4n3C)c(=O)oc2c1,-3.1%,14%,-81%,15%,-58%,3.9,65,-0.3%,i,5.7,i,30
CCCC(=O)N1CCN(c2ccc(NC(=O)c3ccc(Br)o3)cc2)CC1,5.5%,17%,-18%,-2%,.,-0.5,56,-0.1%,i,0.5,i,62
CCC(=O)N(Cc1cc(=O)[nH]c2ccccc12)c1ccc(C)cc1C,-2.6%,-28%,4%,-6%,-14%,-0.7,81,0.0%,i,0.5,i,60
COc1cc2c(c(OC)c1OC)-c1c(cc3c(c1OC)OCO3)C1OC2[C@@H](C)[C@H]1C (some centres not stated),-1.7%,10µM*,2%,7%,-8%,-1.6,62,-0.1%,i,1.5,i,23
COc1ccc(CN2CCN(C(=O)Cn3nc(C(=O)O)c4ccccc4c3=O)CC2)cc1F,3.6%,-28%,10%,-4%,-12%,0.2,55,-0.1%,i,1.2,i,12
Cc1cccc(OCC(=O)OCC(=O)c2c(N)n(C)c(=O)n(C)c2=O)c1C,-6.6%,-12%,1%,4%,-4%,3.7,67,0.0%,i,1.2,i,48
O=c1c2[nH]c3ccccc3c2ncn1CCN1CCNCC1,-5.7%,-55%,6%,2%,21%,-0.2,96,-0.1%,i,0.6,i,18
COc1ccc(C2C(C(=O)N3CCOCC3)c3ccccc3C(=O)N2c2ccc(OC)cc2)cc1 (configuration not stated),3.9%,-23%,12%,13%,-37%,1.2,57,-0.1%,i,1.1,i,28
CN(C)S(=O)(=O)c1ccc(N2CCCC2)c(C(=O)Nc2nc3ccc(F)cc3s2)c1,9.0%,-5%,-39%,11%,-28%,0.0,45,0.9%,i,0.4,i,4
C/C(=N\NC(=O)c1ccc(Cl)cc1)c1ccc(N2CCOCC2)cc1,3.0%,-12%,1%,3%,-7%,1.5,49,0.1%,i,0.6,i,43
CCCC(NC(=O)CCc1c(C)c2cc3c(-c4ccccc4)coc3cc2oc1=O)C(=O)O (configuration not stated),-3.4%,-25%,20%,-6%,-11%,-0.9,54,-0.1%,i,0.5,i,59
COc1ccc(OCC(=O)Nc2ccc(N3CCC(C)CC3)cc2)cc1,4.1%,8%,-25%,10%,-25%,-1.0,71,-0.2%,i,0.9,i,49
O=C(CSc1nnnn1-c1ccccc1)Nc1ncc2c(n1)CC(c1ccccc1)CC2=O (configuration not stated),-4.3%,-21%,7%,-14%,9%,2.2,56,0.0%,i,5.7,i,16
C/C(CC(=O)Nc1cccc(C(F)(F)F)c1)=N\NC(=O)Cc1ccccc1,-2.3%,3%,5%,-5%,-31%,-1.0,37,0.1%,i,0.3,i,8
CCn1ncc([N+](=O)[O-])c1C(=O)Nc1cc(C)on1,7.0%,-18%,10%,5%,-17%,1.3,38,0.1%,i,0.5,i,53
CCc1cccc(CC)c1NC(=O)/C(C#N)=C/c1ccccc1C(F)(F)F,-3.0%,-2%,-20%,16%,-31%,3.0,71,-0.1%,i,0.7,i,30
CC(=O)c1cccc(NC(=O)N(c2ccccc2)c2ccccc2)c1,-1.6%,-2%[20 µM],5%,19%,16%,0.6,55,-0.1%,.,.,i,21
O=C(CSc1n[nH]c(-c2ccccc2)n1)N1CCCC1,-1.3%,-10%,-13%,3%,9%,-1.1,46,0.0%,i,0.3,i,12
CCn1c(SCC(=O)N/N=C(\C)c2ccncc2)nnc1-c1ccccc1,.,3%[20 µM],-18%,7%,58%*,1.4,79,0.3%,i,0.1,i,63
CCO[C@H]1OC(C(=O)N2CCN(Cc3ccccc3)CC2)=C[C@@H](c2cn(C(C)=O)c3ccccc23)[C@@H]1CCCO,-4.9%,16%,10%,7%,-22%,3.7,85,0.2%,i,2.2,.,.
Cc1ccc(Cl)cc1N1CCN(C(=O)COc2ccc(S(=O)(=O)NC(C)C)cc2)CC1,4.4%,-19%,39%,-7%,39%,1.5,71,-0.1%,i,2.5,i,15
COc1ccc(OC)c(NC(=O)CSc2nnc(Cc3cccn3C)n2CCc2ccccc2)c1,2.0%,19%,-4%,-1%,6%,2.4,65,0.2%,i,5.9,i,14
O=C(NCCCn1ccnc1)C(=O)NC1CCCCC1,.,5%[20 µM],-1%,0%,-27%,0.0,64,-0.1%,+,4.1*,i,36

# Screens from PubChem.
